# Source: PubChem (several laboratories)
# HePTP inhibitor – inhibitors of human HePTP phosphatase, primary screen, biochemical, absorbance, leukemia target; Tyrosine-protein phosphatase non-receptor type 7 (Homo sapiens), P35236; recombinant HePTP phosphatase activity, OD absorbance; inhibition, % at 20 µM; 110,000 compounds, 0.64% hits; AID 521, 2006; in the data active = inhibition above about 50%;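 note: plate controls were vehicle for no effect and reference inhibitor for full effect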
# BAP1 inh – inhibitors of BAP1 deubiquitinase, primary screen, biochemical, Ub-AMC fluorescence, kinetic. recombinant BAP1, Ub-AMC hydrolysis fluorescence kinetic; hits give low values. activity remaining (% of control), % at 20 µM. AID 436, 2006. 72,000 compounds, 0.48% hits;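 active = activity remaining at or below 50% of control, provided the compound also passes the data quality filters; inactive = the rest, including low values that fail the filters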;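 note: 100% = DMSO wells rate and 0% = substrate alone blank rate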
# Target sequence (Q92560 whole entry, looked up): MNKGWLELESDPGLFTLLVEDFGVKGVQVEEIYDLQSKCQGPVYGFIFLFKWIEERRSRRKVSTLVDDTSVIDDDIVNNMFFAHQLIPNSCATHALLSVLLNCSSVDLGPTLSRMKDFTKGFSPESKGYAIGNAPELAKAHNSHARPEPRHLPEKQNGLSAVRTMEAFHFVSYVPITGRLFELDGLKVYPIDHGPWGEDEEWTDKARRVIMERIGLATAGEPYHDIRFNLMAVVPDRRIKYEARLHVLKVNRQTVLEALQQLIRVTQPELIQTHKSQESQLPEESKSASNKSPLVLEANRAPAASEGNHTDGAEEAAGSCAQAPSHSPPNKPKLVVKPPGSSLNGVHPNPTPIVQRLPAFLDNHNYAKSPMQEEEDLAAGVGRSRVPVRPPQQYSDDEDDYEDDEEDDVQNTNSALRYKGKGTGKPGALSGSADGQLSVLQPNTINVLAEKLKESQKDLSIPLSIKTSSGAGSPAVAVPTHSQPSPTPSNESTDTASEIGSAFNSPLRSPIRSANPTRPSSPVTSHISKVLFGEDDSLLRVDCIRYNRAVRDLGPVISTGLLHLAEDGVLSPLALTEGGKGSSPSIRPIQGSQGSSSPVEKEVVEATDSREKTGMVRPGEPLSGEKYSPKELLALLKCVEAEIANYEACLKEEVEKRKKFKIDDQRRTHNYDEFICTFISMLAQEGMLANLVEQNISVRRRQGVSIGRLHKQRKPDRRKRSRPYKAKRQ
# The depositor's hits bear a star; x = no result given. Rows were taken by chance; overall some 0.95% were active at least once.
BAP1 inh,HePTP inhibitor,SMILES
x,-1,Clc1cc(Cl)c2c(c1)C=C1CCCCC1(N1CCCCC1)O2 (stereo not given)
91,2,CC(=O)Nc1ccc(C(=O)NC2CCCC2)cc1
x,-16,NS(=O)(=O)c1ccc(NC(=O)CCC(=O)O)cc1
x,7,O=C1NC(=S)NC(=O)C1=Cc1ccccc1OCCOc1ccccc1
160,6,CCOc1cccc(NC(=O)C2CC(=O)NC(=Nc3ccccc3)S2)c1 (stereo not given)
x,9,CC(=O)c1c(C)oc2c1cc(O)c1c2c(-c2ccccc2)nn1-c1ccccc1
80,4,Cn1c(-c2ccccc2)c(CCO)c2ccccc21
x,2,c1coc(-c2nc3nc4ccccc4n3nc2-c2ccco2)c1
x,-8,CCOC(=O)CNC(c1ccccc1)c1cc(Br)ccc1NC(=O)CN1CCOCC1 (stereo not given)
x,4,C=CCN1C(=O)/C(=C\c2ccc(O)cc2)C(=O)NC1=S
x,1,Cc1ccc(NC(=O)C2CC(=O)N(c3cccc([N+](=O)[O-])c3)C2)cc1C (stereo not given)
x,-6,Cc1ccc(N2NC(=O)/C(=C/c3ccc(O)c(O)c3)C2=O)cc1C
x,-7,O=C(c1ccc(F)cc1)N1CCN(c2cccc(Cl)c2)CC1
x,-6,C=CCOc1ccc(C=C2C(=O)NC(=S)NC2=O)cc1
87,2,COc1ccc(C(C(=O)OC(C)CN(C)C)c2ccccc2)cc1 (stereo not given)
127,9,CN1CCN(/C(=N\S(=O)(=O)c2ccc(F)cc2)c2ccccc2)CC1
x,5,C=CCC1(O)CC(c2ccc(C)cc2)NC(c2ccc(C)cc2)C1C (stereo not given)
x,-2,Cc1cc(Br)cc(C)c1NC(=O)c1cc2ccccc2o1
x,11,O=C(CN(c1ccccc1)S(=O)(=O)c1ccccc1[N+](=O)[O-])Nc1ccccc1
102,4,COc1ccc(NC(=O)c2ccco2)c(OC)c1
102,5,COc1ccc(NC(=O)CC2Oc3ccccc3NC2=O)cc1 (stereo not given)
93,10,Cc1nc2ccc(S(=O)(=O)NC(C(=O)N3CCCC3)C(C)C)cc2s1 (stereo not given)
x,-19,O=C(N/N=C/c1ccc[nH]1)c1ccccc1[N+](=O)[O-]
113,x,CCCOc1ccc(C2NC(=O)NC(C)=C2C(=O)OCC(C)C)cc1 (stereo not given)
x,-15,N/C(=N\OC(=O)c1ccc(Cl)c([N+](=O)[O-])c1)c1ccccc1
104,x,Cc1ccc2nc(NC(=O)c3ccc(Cn4cc(Cl)cn4)o3)sc2c1
81,-2,CCOc1cccc(-c2nnc3sc(COc4ccc(Cl)cc4)nn23)c1
105,x,Nc1nc2[nH]c(=O)cnc2c(=O)[nH]1
x,-12,Cc1ccc(C)c(OCCCCN2CCOCC2)c1C
114,x,COc1cc2nc3c4ccccc4n(C(C)C)c3nc2cc1OC
126,6,Cc1ccc(F)cc1NC(=O)Cc1nn(C)c(=O)c2ccccc12
x,6,COC(=O)c1ccc(/C=C2\C(=O)NC(=S)N(c3ccc(Br)cc3C)C2=O)cc1
x,-16,Cc1cccc(/C=N\Nc2nnc(-c3ccccc3)c(=O)[nH]2)c1
82,2,CN(C)S(=O)(=O)c1ccc(Oc2ccccc2)cc1
x,-5,O=C(N/N=C/c1cccs1)c1cc(-c2ccc(Cl)cc2)n[nH]1
102,-1,Cc1cccc(NC(=O)Nc2cccc(C)n2)n1
63,10,CC1(C)Cc2nc3oc4c(=S)nc[nH]c4c3cc2CO1
x,-2,COc1ccccc1OCCCN1CCCC1
x,3,O=C(Nc1ccc([N+](=O)[O-])c(NC(=O)c2cccs2)c1)c1cccs1
88,2,Cc1nc2cc(-c3cccc(F)c3)nn2c(N2CCOCC2)c1C
95,6,CCN1CCN(C(=O)c2cc3c(=O)oc4ccc(C)cc4c3s2)CC1
97,6,COc1ccc(S(=O)(=O)N(C)c2ccc(C(=O)N3CCOCC3)cc2)cc1
x,9,COc1ccccc1NCc1cccs1
102,9,C=CCN(CC(=O)NCc1ccc(OC)cc1)C(=O)c1csnn1
x,-8,O=C1CCCC2=C1C(c1ccc(F)cc1)Nc1ccccc1N2 (stereo not given)
81,4,Oc1[nH]c2ccccc2c1/C=N/c1nccs1
x,-1,COc1ccc(/C=C/C(=O)Nc2ccc(Oc3ccccc3)cc2)cc1OC
124,5,Clc1cc(Br)ccc1OCCn1ccnc1
93,-2,Cn1c(SCc2ccccn2)nnc1-c1ccncc1
x,8,CSc1cccc(NC(=O)CN(C)S(=O)(=O)c2ccc(C)cc2)c1
95,11,Cn1c(=O)n(CCc2ccccc2)c(=O)c2c1nc1n2CCCN1c1ccc(F)cc1
x,-2,Cc1onc(-c2ccccc2Cl)c1C(=O)OCC(=O)N1CCCc2ccccc21
107,-2,COc1ccc(C(=O)NCc2nnc(SCC(=O)Nc3cccc(C(F)(F)F)c3)o2)cc1OC
102,3,CN1CCN(C(c2ccc(F)cc2)c2nnnn2Cc2cccs2)CC1 (stereo not given)
x,-2,COc1ccc(OC)c(N(CC(=O)NCC(C)C)S(C)(=O)=O)c1
109,-3,CC(C)N(O)C(=O)NC(C)(C)C
121,5,CC1CCN(CCNC(=O)C2CCCN(S(=O)(=O)c3cccc4nonc34)C2)CC1 (stereo not given)
x,12,Cc1ccccc1OCC(=O)Nc1ccc(C(C)C)cc1
87,2,CCOc1ccc(NC(=O)c2ccccc2O)cc1
60,5,Cc1cc2cc(CNC(=O)c3ccc(S(=O)(=O)N4CCCCC4)cc3)ccc2n1C

# The list continues:
BAP1 inh,HePTP inhibitor,SMILES
x,4,N#C/C(=C\c1cc([N+](=O)[O-])c(N2CCOCC2)cc1N1CCOCC1)c1nc2ccccc2[nH]1
x,-1,CCCC(C)NC(=O)c1c(-c2c(Cl)cccc2Cl)noc1C (stereo not given)
98,-2,CC1CCCC(NC(=O)CCn2c(=O)oc3ccccc32)C1C (stereo not given)
96,3,COc1cccc(C2C(C#N)=C(N)Oc3cc(C)oc(=O)c32)c1OC (stereo not given)
116,9,O=C(Nc1cc(N2CCOCC2)ncn1)c1ccccc1
101,4,COc1ccc(NC(=O)NCCCN2CCCCC2C)cc1 (stereo not given)
x,-2,COc1ccc(C2(C(F)(F)F)NC(=O)N(C)C(=O)N2C)cc1 (stereo not given)
x,-5,Cc1nc(N)sc1C(=O)N/N=C/C=C/c1ccccc1
121,11,Cc1nc(SCC(=O)NCc2ccco2)c2c(C)c(C)sc2n1
98,4,c1ccc(-n2ncc3c(N4CCN(c5ccccn5)CC4)nc(N4CCOCC4)nc32)cc1
76,10,Cc1ccc(-c2csc3ncnc(OCC(=O)NC(=O)NCc4ccco4)c23)cc1
96,7,COc1ccc(N(CC(=O)Nc2ccc3c(c2)OCCO3)S(=O)(=O)c2c(C)nn(C)c2C)cc1
96,5,COC(=O)C(C)Sc1nc2c(cnn2-c2ccccc2)c(=O)[nH]1 (stereo not given)
x,-16,CC1CCN(C(=O)c2cccc(Cl)c2)CC1
101,-2,Nc1cc(N)nc(SCc2ccccc2)n1
x,7,COc1ccccc1C(O)C(F)(F)F (stereo not given)
x,-14,COc1ccccc1NC(=O)Nn1cnnc1
87,-6,CCOC(=O)c1[nH]c2ccc(Br)cc2c1NC(=O)CCN1CCC(C(=O)OCC)CC1
107,5,CC(C)(C)C(=O)Nc1ccccc1C(=O)Nc1cccnc1
x,3,COc1ccc(O)c(/C=c2/sc3nc4cc(C)c(C)cc4n3c2=O)c1
140,7,CCCn1cc(NC(=O)c2cc3n(n2)C(C(F)(F)F)CC(c2ccccc2)N3)cn1 (stereo not given)
96,7,Cc1onc(-c2c(F)cccc2Cl)c1C(=O)N1CCc2ccccc2C1
x,-7,Clc1ccc(-c2csc3nc4ccccc4n23)cc1
x,-14,CC1CCc2c(sc(NC(=O)c3cccc(Br)c3)c2C(N)=O)C1 (stereo not given)
77,x,CC(C)OC(=O)c1ccccc1C(=O)c1ccc(Cl)c([N+](=O)[O-])c1
148,x,O=c1oc(C=Cc2ccc([N+](=O)[O-])s2)nc2ccccc12
x,-28,CC(C)C(=O)N1c2ccccc2C(N(C(=O)c2ccc([N+](=O)[O-])cc2)c2ccccc2)CC1C (stereo not given)
x,-11,COc1ccccc1CN1CCN(C(=O)c2ccc(-c3ccccc3)cc2)CC1
97,1,O=C(CN1CCC(c2nc3ccccc3[nH]2)CC1)Nc1ccc2c(c1)OCO2
x,5,O=C(Cc1ccccc1)Nc1nnc(-c2cccs2)s1
x,10,Cc1ccc(/C=C2\SC(=S)N(CCC(=O)OCCN(C)C)C2=O)cc1
118,6,COc1ccccc1N1C(=O)CC(Sc2nccc(C)n2)C1=O (stereo not given)
100,10,CC(C)Sc1nc2ccccc2n1CC(N)=O
x,8,COc1ccc(CCNC(=O)CCc2ccccc2)cc1OC
717,0,COc1ccccc1-c1coc2c(CN3CCOCC3)c(O)ccc2c1=O
x,6,Brc1ccc(-c2cc(-c3ccccc3)nc(N/N=C/c3cccnc3)n2)cc1
x,-1,CCOC(=O)C1(P(=O)(c2ccccc2)c2ccccc2)CCC1
106,1,Cc1cccc(N(C(=O)Nc2ccccc2)C2=NCC(C)S2)c1 (stereo not given)
x,-17,CN1CCN(c2ccc3c4c(cccc24)C(=O)N(CCO)C3=O)CC1
x,3,O=C1/C(=C/c2ccc(-c3ccc(Cl)cc3[N+](=O)[O-])o2)Sc2ccccc21
80,-6,COc1cccc2cc(C(=O)N3CCN(c4ccc(C)cc4C)CC3)c(=O)oc12
x,-19,Nc1c(C(=O)C2CC2)sc2nc(-c3cccs3)cc(C(F)(F)F)c12
x,-3,Cn1c(=O)c2c(nc(SCCN3CCOCC3)n2Cc2cccc3ccccc23)n(C)c1=O
x,6,CCOC(=O)C1=C(O)/C(=C/c2ccc(OCC(=O)NCCc3ccccc3)cc2)N=C1C
x,2,COc1ccccc1C(=O)OC(C(=O)c1ccccc1)c1ccccc1 (stereo not given)
92,8,COc1ccc(OCCCC(=O)Nc2ccc3c(c2)OCO3)cc1
x,12,O=C(Nc1ccc2oc(-c3ccccc3F)nc2c1)C(Cl)(Cl)Cl
101,9,O=C(C1CCN(S(=O)(=O)c2cccc3nsnc23)CC1)N1CCn2c1nc1ccccc12
x,-14,c1ccc(CNc2nc3ccccc3[nH]2)cc1
x,-7,O=C(CCc1ccccc1)Oc1ccc(Cl)cc1
x,28,CCc1ccc(N2C(=O)/C(=C/c3cc(Cl)c(OCC(=O)O)c(Cl)c3)C(=O)NC2=S)cc1
91,4,Nc1ccc(Nc2ccccc2)c(Cl)c1
107,3,O=C(COc1ccccc1)N1CCN=C1c1ccccc1
87,8,CCOC(=O)COc1ccc(S(=O)(=O)NCc2cccnc2)cc1
99,12,O=C(CSc1nnc(C2COc3ccccc3O2)o1)N1CCCc2ccccc21 (stereo not given)
x,-2,Cc1sc2nc(-c3ccc(C(C)C)cc3)[nH]c(=O)c2c1C
96,4,COCCCn1c(SCC(=O)Nc2ccc3c(c2)OCCO3)nnc1-c1ccoc1C
117,0,O=C(Cn1cnc2ccccc21)NCc1ccccc1
95,-7,CC(=O)Nc1ccc(S(=O)(=O)c2ccc(N)cc2)cc1N
x,12,C=CCOc1c(Cl)cc(/C=C2\C(=O)NC(=O)N(c3cc(C)cc(C)c3)C2=O)cc1OC
x,12,COc1ccc(/C=C2\SC(=S)N(CCCC(=O)Nc3nccs3)C2=O)cc1
99,7,COc1ccc(-n2c(Cc3cc(=O)[nH]c(=O)[nH]3)nnc2SCC(=O)N2CCCC2)cc1
x,-19,O=C(c1ccc(Cl)cc1)N(c1ccc(Cl)cc1)C1C=CS(=O)(=O)C1 (stereo not given)

# Reformatted with two lines to a compound: part of the list above
# Values in the order: BAP1 inh | HePTP inhibitor
COCCCn1c(SCC(=O)Nc2ccc3c(c2)OCCO3)nnc1-c1ccoc1C
    96 | 4
O=C(Cn1cnc2ccccc21)NCc1ccccc1
    117 | 0
CC(=O)Nc1ccc(S(=O)(=O)c2ccc(N)cc2)cc1N
    95 | -7
C=CCOc1c(Cl)cc(/C=C2\C(=O)NC(=O)N(c3cc(C)cc(C)c3)C2=O)cc1OC
    x | 12
COc1ccc(/C=C2\SC(=S)N(CCCC(=O)Nc3nccs3)C2=O)cc1
    x | 12
COc1ccc(-n2c(Cc3cc(=O)[nH]c(=O)[nH]3)nnc2SCC(=O)N2CCCC2)cc1
    99 | 7
O=C(c1ccc(Cl)cc1)N(c1ccc(Cl)cc1)C1C=CS(=O)(=O)C1 (stereo not given)
    x | -19

# Quoted at random: two compounds from above, in no set order.
BAP1 inh,HePTP inhibitor,SMILES
117,0,O=C(Cn1cnc2ccccc21)NCc1ccccc1
101,9,O=C(C1CCN(S(=O)(=O)c2cccc3nsnc23)CC1)N1CCn2c1nc1ccccc12

# Compounds listed so far containing a cyano group:
BAP1 inh,HePTP inhibitor,SMILES
x,4,N#C/C(=C\c1cc([N+](=O)[O-])c(N2CCOCC2)cc1N1CCOCC1)c1nc2ccccc2[nH]1
96,3,COc1cccc(C2C(C#N)=C(N)Oc3cc(C)oc(=O)c32)c1OC (stereo not given)
